Screening data from PubChem BioAssay.
SENP6 block: blocks the human protease SENP6. Q9GZR1. Recombinant SENP6 catalytic domain, aminoluciferin luminescence. inhibition, % at 10 µM. actives 1.8% (n = 330,000). AID 2599;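 active means inhibition above about 50% at the single tested dose, limit read from the data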;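 further: plate controls were DMSO wells with enzyme for no effect and DMSO wells lacking enzyme for full effect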
Target sequence (Q9GZR1 628-1112 limits assumed): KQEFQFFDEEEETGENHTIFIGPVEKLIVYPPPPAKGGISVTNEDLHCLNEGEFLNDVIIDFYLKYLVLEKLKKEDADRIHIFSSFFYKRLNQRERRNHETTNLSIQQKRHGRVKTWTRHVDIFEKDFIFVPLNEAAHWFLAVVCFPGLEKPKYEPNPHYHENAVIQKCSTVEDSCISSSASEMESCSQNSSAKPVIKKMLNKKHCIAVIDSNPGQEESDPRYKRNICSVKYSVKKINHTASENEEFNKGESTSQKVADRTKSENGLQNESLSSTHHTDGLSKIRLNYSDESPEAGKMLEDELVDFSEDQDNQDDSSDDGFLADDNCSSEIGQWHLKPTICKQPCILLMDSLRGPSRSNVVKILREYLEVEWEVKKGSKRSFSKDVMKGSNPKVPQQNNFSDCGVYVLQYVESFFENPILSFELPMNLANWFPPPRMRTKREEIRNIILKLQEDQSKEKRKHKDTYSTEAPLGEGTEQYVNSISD
SENP1 FRET inh: blocks the human SENP1 SUMO protease catalytic domain; Q9P0U3; recombinant SENP1 catalytic domain, CyPet-SUMO1-YPet FRET cleavage; inhibition, % at 10 µM; actives 0.21% (n = 360,000); AID 624204;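 active means inhibition at least 30% at 10 µM, raw YFP signal under a set limit, fluorescence ratio 0.5 to 1.5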;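 further: 0% = enzyme with DMSO and 100% = no enzyme wells; some results filed as inactive read as strong as hits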
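Test system: hSENP1 catalytic domain, recombinant; Amount: 20 pM final SENP1 enzyme; Medium: Tris pH 8 buffer plus EDTA, NaCl, BME, BSA, NP40, catalase; Schedule: 50 min enzyme reaction, room temperature, light-protected; Technique: FRET fluorescence in CFP and YFP emission channels; Controls: no-enzyme wells low, DMSO-plus-enzyme wells high control.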
SENP8 block-1: blocks the human protease SENP8 | Q96LD8 | actives 1.2% (n = 330,000) | inhibition, % at 10 µM | purified SENP8, Z-RLRGG-aminoluciferin cleavage, luminescence | AID 2540; in the data active means inhibition above about 50%
SENP7 block: SENP7 protease inhibition. inhibition, % at 5 µM. actives 1.5% (n = 330,000). recombinant SENP7, Z-RLRGG-aminoluciferin luminescence, 40 min. AID 434973. Q9BQF6;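 active means inhibition above about 50% at the single test dose, limit read from the data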;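 further: plate controls were DMSO with enzyme for no effect and no enzyme buffer wells for full effect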
Target sequence (Q9BQF6 706-1050 limits assumed): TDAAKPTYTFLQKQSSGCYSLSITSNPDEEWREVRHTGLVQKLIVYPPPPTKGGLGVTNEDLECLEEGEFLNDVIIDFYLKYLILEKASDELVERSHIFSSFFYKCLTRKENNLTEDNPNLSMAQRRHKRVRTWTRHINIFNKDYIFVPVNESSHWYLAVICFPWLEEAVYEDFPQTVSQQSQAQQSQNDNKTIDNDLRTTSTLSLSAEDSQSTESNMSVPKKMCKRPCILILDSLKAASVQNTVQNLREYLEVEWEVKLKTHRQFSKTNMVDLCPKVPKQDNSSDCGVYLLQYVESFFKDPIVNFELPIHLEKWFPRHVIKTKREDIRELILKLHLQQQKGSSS
Apaf1 inhib: inhibitors of human Apaf-1 apoptosome; O14727; actives 0.71% (n = 330,000); inhibition, % at 20 µM; reconstituted apoptosome caspase-3 activity, DEVD-Rh110 fluorescence; active means inhibition of at least 40% at 20 µM;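 further: plate controls were DMSO wells for no effect and DEVD-CHO caspase inhibitor wells for full effect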
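Material: reconstituted apoptosome with Apaf-1, cytochrome c, caspase-9, procaspase-3, dATP. Technique: Rh110 fluorescence intensity. Buffer or medium: pH 7.5 Hepes buffer with CHAPS, BSA, DTT. Times: 30 min plus 50 min, RT.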
SENP8 block-2: inhibitors of human SENP8 protease. recombinant SENP8, Nedd8 substrate fluorescence. inhibition, % at 20 µM. actives 0.64% (n = 360,000). AID 602440; in the data active means inhibition mostly above about 40%, no sharp cut-off; inactive means mostly below about 27%
PfGluPho inh: PfG6PD (Plasmodium falciparum) enzyme inhibition | PfGluPho enzyme, NADPH resazurin-diaphorase fluorescence | inhibition, % at 20 µM | actives 0.78% (n = 350,000);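 active means inhibition reaching at least a set limit at 20 µM in the primary screen, cut at about 59% in these data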;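 further: 0% = DMSO wells with substrate and 100% = DMSO wells lacking glucose-6-phosphate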
HKDC1 inhibitor: HKDC1 (human) hexokinase inhibition. Q2TB90. recombinant HKDC1, G6PDH/diaphorase resazurin coupled fluorescence. inhibition, % at 20 µM. actives 0.16% (n = 340,000). AID 493160;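 active means inhibition above about 35% when tested at 20 µM, limit read from the data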;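 further: plate controls were DMSO wells with enzyme for no effect and DMSO wells lacking enzyme for full effect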
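Assay system – recombinant HKDC1 (HK5) hexokinase enzyme, produced in-house · Input – HKDC1 at 5 µg/mL · Reagent – glucose plus 1 mM ATP as hexokinase substrates · Timing – 90 min reaction incubation at room temperature, dark · Measured by – G6PDH/diaphorase-coupled fluorescence, 1 mM NADP, 100 µM resazurin, 525/613 nm · Benchmarks – DMSO-enzyme wells negative, buffer-substituted wells positive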
* hit, by the source's call.

Results follow in this order: SENP6 block	SENP1 FRET inh	SENP8 block-1	SENP7 block	Apaf1 inhib	SENP8 block-2	PfGluPho inh	HKDC1 inhibitor
- COc1ccccc1CNC(=O)COC(=O)c1ccc(-n2cnnn2)cc1
  -6	2	3	-1	8	-2	-6	0
- C/C(=N\NC(=O)C1CC1)c1cccnc1
  8	-1	0	-2	-14	14	7	-8
- CCCC(C)C(=O)Nc1cc([N+](=O)[O-])ccc1Cl (stereo not drawn)
  8	2	-5	2	2	8	-9	-13
- COc1ccc(Cc2nnc(SCC(=O)Nc3cc(Cl)ccc3OC)[nH]c2=O)cc1
  -2	-1	-4	2	-7	2	-40	4
- COc1ccc(-c2cc(C(F)(F)F)n3nc(C(=O)NCc4ccco4)cc3n2)cc1OC
  -3	-20	-5	1	9	-406	-14	-5
- COc1ccc(OC)c2c(C)c(C)[nH]c12
  19	2	10	7	19	6	-2	2
- C[C@H](CO)N1C[C@H](C)[C@@H](CN(C)Cc2ccc3c(c2)OCO3)Oc2c(NC(=O)C3CC3)cccc2C1=O
  -11	0	-14	-9	11	5	2	-5
- Cc1cccc(C)c1NC(=O)NC1(C(=O)N2CCCCC2)CCCCC1
  14	0	-2	7	-5	4	11	-5
- COC(=O)Nc1nn(-c2ccc(C)cc2)c(=O)c(C#N)c1C
  8	-3	-1	3	7	-59	-29	2
- CCCNC(=O)Cc1ccsc1
  -14	3	-7	-5	-9	8	-16	-1
- O=C(CCN1C(=O)C2CC=CCC2C1=O)Nc1ccccc1Cl (stereo not drawn)
  -2	0	-3	-6	-1	-1	-11	1
- COc1cc(C(=O)NC2CCCC(C)C2C)ccc1OCC(=O)N1CCOCC1 (stereo not drawn)
  -25	1	2	6	1	8	0	-4
- Cc1cc(C(=O)Nc2ncn[nH]2)ccc1[N+](=O)[O-]
  -4	2	6	2	-3	17	2	-6
- O=C(O)CCNC(=O)/C(=C/C=C/c1ccccc1)NC(=O)c1ccccc1
  6	-1	-4	-3	-2	-2	3	-4
- N#Cc1c(NCCO)ccc([N+](=O)[O-])c1NCCO
  -31	0	2	-1	-13	17	-7	2
- Cc1nnsc1SCCNC(=O)Nc1ccc(Cl)cc1
  -28	0	-7	-6	8	10	3	-4
- Cc1ccc(OCc2n[nH]c(=S)n2-c2ccc(C)cc2)cc1
  7	1	0	2	-11	11	11	-7
- COC(=O)c1ccccc1NC(=O)CCn1c(=O)oc2ccccc21
  2	0	7	0	-8	-22	2	1
- CCC(C)[C@H](NC(=O)NC(C)C)C(=O)O (stereo partly drawn)
  -17	0	-3	-6	3	12	-1	-2
- COc1ccc(Cl)cc1NC(=O)C(C)N(C)Cc1ccc(C(F)(F)F)cc1 (stereo not drawn)
  -8	-3	0	4	25	2	20	-1

Full records, quoted from the list.
Listed for `COC(=O)Nc1nn(-c2ccc(C)cc2)c(=O)c(C#N)c1C` = SENP6 block: 8; SENP1 FRET inh: -3; SENP8 block-1: -1; SENP7 block: 3; Apaf1 inhib: 7; SENP8 block-2: -59; PfGluPho inh: -29; HKDC1 inhibitor: 2
Listed for `CCCNC(=O)Cc1ccsc1` = SENP6 block: -14; SENP1 FRET inh: 3; SENP8 block-1: -7; SENP7 block: -5; Apaf1 inhib: -9; SENP8 block-2: 8; PfGluPho inh: -16; HKDC1 inhibitor: -1

4 entries out of the list above, ordered by their value in SENP8 block-2, highest first.
mol,SENP6 block,SENP1 FRET inh,SENP7 block,SENP8 block-2,PfGluPho inh,HKDC1 inhibitor
Cc1cc(C(=O)Nc2ncn[nH]2)ccc1[N+](=O)[O-],-4,2,2,17,2,-6
COc1cc(C(=O)NC2CCCC(C)C2C)ccc1OCC(=O)N1CCOCC1 (stereo not drawn),-25,1,6,8,0,-4
C[C@H](CO)N1C[C@H](C)[C@@H](CN(C)Cc2ccc3c(c2)OCO3)Oc2c(NC(=O)C3CC3)cccc2C1=O,-11,0,-9,5,2,-5
Cc1cccc(C)c1NC(=O)NC1(C(=O)N2CCCCC2)CCCCC1,14,0,7,4,11,-5

Continuation:
Results follow in this order: SENP6 block	SENP1 FRET inh	SENP8 block-1	SENP7 block	Apaf1 inhib	SENP8 block-2	PfGluPho inh	HKDC1 inhibitor
- Cn1c(=O)c(C(=O)CN2CCN(S(=O)(=O)c3ccccc3)CC2)c(N)n(Cc2ccccc2)c1=O
  -15	-10	-7	-7	3	9	9	-2
- O=C(NNC1=NCCC1)c1ccc(Br)cc1
  -9	2	-3	2	-24	29	-14	-4
- COc1ccc(C)cc1S(=O)(=O)N(CC(=O)N1CCOCC1)Cc1ccccc1
  -5	0	8	2	-12	10	8	-8
- CC(C)(C)NC(=O)C(c1ccc(O)cc1)N(C(=O)CCC(=O)Nc1nccs1)c1cccc(F)c1 (stereo not drawn)
  -2	1	-1	-2	-3	10	-2	-2
- O=C(COc1ccccc1Cl)NC(=S)Nc1ccc(CN2CCOCC2)cc1
  8	1	1	-4	8	6	-2	-3
- COc1ccc(C2CC(=O)c3cnn(-c4nc(C)cc(C)n4)c3C2)cc1OC (stereo not drawn)
  -33	0	7	4	-1	0	-3	-1
- CCOC(=O)c1cc(C(=O)NNC(=O)c2cccc([N+](=O)[O-])c2)c(C)nc1C
  -2	2	4	-11	-2	18	2	-6
- CCOC(=O)CN1C(c2ccc(O)cc2)Nc2ccc(Br)cc2C1c1ccccc1 (stereo not drawn)
  0	0	-7	-9	8	6	16	-1
- CC1(C)C(=O)OC(C(=O)c2ccc(C(C)(C)C)cc2)C(C)(C)C1=O (stereo not drawn)
  -6	2	5	0	11	14	8	0
- COc1cc2c(cc1OC)-c1nnc(-c3ccco3)n1C1(CCCC1)C2
  -5	-3	3	-1	16	-72	11	-3
- CCOC(=O)C1CCN(S(=O)(=O)c2cc3c(cc2C)NC(=O)CO3)CC1
  -13	4	-7	-16	4	-2	-24	-2
- Cc1cccc(OCC(O)CN2CCNCC2)c1 (stereo not drawn)
  -11	2	-2	-12	-3	16	7	3
- CC(C)c1ccccc1NC(=O)COC(=O)c1ccc(Cl)c(S(=O)(=O)N2CCCCCC2)c1
  -12	1	-11	-3	13	0	5	6
- CC(=O)c1cccc(-n2c(CCC(=O)O)ccc2-c2cccs2)c1
  -20	-6	-12	-11	5	4	-13	-5
- NNC(=O)CNC(c1ccccc1)c1cc(Br)ccc1NC(=O)c1ccc(Br)cc1 (stereo not drawn)
  -3	4	-2	1	1	4	8	-4
- COc1ccc(CCC(=O)OCC(=O)NC(=O)c2ccc(Cl)cc2)cc1
  -11	-1	-15	-11	5	1	-6	-4
- CC(=O)Oc1ccc(/C=C2\C=C(c3ccc(C)cc3)OC2=O)cc1
  7	-59	6	11	-4	-8	-11	-3
- C/C(=N\O)C(=O)NCc1ccncc1
  -3	1	5	-5	-12	18	-3	-10
- Cc1nnc(SCC(=O)NC2CCCCC2)n1C1CCCCC1
  2	4	2	3	-13	14	6	-16
- Cc1cccc(NC(=O)CN(c2ccc(F)cc2)S(C)(=O)=O)c1
  -16	0	-6	-4	0	-5	-8	12
- CCOC(=O)COc1nc(C)c(Br)c(OC)n1
  -22	2	-8	-1	4	3	3	-5
- Cc1ccc(Oc2ncccc2C(=O)NC2CCSC2=O)cc1 (stereo not drawn)
  -14	2	1	-1	2	6	3	4
- C=C(C)Cn1c(SCC(=O)O)nnc1-c1ccc(OC)cc1
  -9	2	-1	4	-2	1	-15	2
- O=C(NNS(=O)(=O)c1ccccc1)c1ccc(F)cc1
  5	1	2	0	2	0	7	-8
- CC1CCC2C(=O)N(c3cccc(OS(=O)(=O)c4ccccc4)c3)C(=O)C2C1 (stereo not drawn)
  -6	1	2	8	14	12	11	-5
- Cc1ncc(C[n+]2csc(CCOC(=O)CC3C4CC5CC(C4)CC3C5)c2C)c(N)n1 (stereo not drawn)
  -13	1	-3	-11	8	16	6	-4
- CC(=O)c1ccc(NC(=O)COC(=O)CCc2ccc(S(=O)(=O)N3CCOCC3)cc2)cc1
  -23	2	-1	-3	-9	21	-7	-4
- COCc1ccc(C(=O)N(C)CC2CCCN(CCc3ccc(OC)cc3)C2)o1 (stereo not drawn)
  11	-1	-1	0	-7	-1	9	-8
- CCOC(=O)c1cccc(NC(=O)c2ccc(N(C)C)cc2)c1
  -1	2	-3	3	4	-23	9	-4
- CCOC(=O)CN1C(=O)C(O)(CC(=O)c2ccc3c(c2)CCCC3)c2ccccc21 (stereo not drawn)
  -18	1	-10	-3	13	16	-3	3
- Cn1c(NNC(=O)c2ccccc2F)cc(=O)n(C)c1=O
  -2	-136	-7	-2	14	23	5	-1
- COc1ccccc1N1CCN(C(=O)C2CCCO2)CC1 (stereo not drawn)
  -3	1	10	-2	-4	5	-6	3
- CCN(CC)S(=O)(=O)c1ccc(N2CCCC2)c(NS(=O)(=O)c2ccccc2)c1
  4	-2	2	3	-20	14	-5	1
- Cc1ccc2c(c1)C1(OCCCO1)C(=O)N2CC(=O)NN
  -14	1	5	1	-12	31	-2	-3
- CCC(C)[C@H](NC(=O)NCc1ccc(F)cc1)C(=O)O (stereo partly drawn)
  8	0	4	-2	-8	12	-3	-4
- O=C1CCOc2cc(OCc3ccccc3)ccc21
  94*	1	88*	95*	6	8	-5	-4
- CS(=O)(=O)N(CC(=O)NCCSc1ccccc1)c1ccc2c(c1)OCO2
  -1	1	1	-3	4	4	-11	-6
- O=C(CN1C(=O)NC2(CCCC2)C1=O)Nc1ccc(F)c([N+](=O)[O-])c1
  0	0	-16	-4	1	6	-4	-8
- CCN(CC)c1ccc(NC(=O)c2cnn(CC)c2)cc1
  3	13	1	0	-55	22	8	-1
- CC(C)[C@H](NC(=O)N1c2ccccc2NC(=O)[C@@H]1C(C)C)C(=O)N1CCC(C(=O)O)CC1
  8	3	6	4	6	45*	-7	-5
